# Assay outcomes as filed in PubChem BioAssay.
# AddAB inh: less growth of phage-infected E. coli with AddAB. 330,000 compounds, 0.29% hits. inhibition, % at 11.9 µM. E. coli expressing H. pylori AddAB, absorbance growth; in the data active = inhibition above about 12%;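 also: 0% = vehicle wells of infected cells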
# PKA-R1A activ: activates the PKA-R1A holoenzyme complex. P00514+P68181. PKA-R1A dissociation, Cy5-IP20 fluorescence polarization; scaled: DMSO 0%, 113 µM cGMP 100%. activation, % at 11.4 µM. 340,000 compounds, 0.083% hits. AID 504707;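 active = percent activation above the mean of all tested compounds plus 3 SD, cut at about 19% in these data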;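 also: higher means more PKAc released from R1A so a rise in polarization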
# Mot1-301 SUMO: blocks SUMOylation pathway, rescuing yeast Mot1-301 growth; S. cerevisiae Mot1-301 growth rescue, ATP luminescence, 38.5C; percent above DMSO median, 100 means doubled; AID 2716; growth rescue, % at 18.8 µM; 320,000 compounds, 1% hits;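 active = every valid replicate shows activation above 250% relative to neutral control wells; inactive = the rest, any valid replicate at or below 250%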;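 also: OY570 slx delta 5 strain wells were the positive control but not used for scaling; some compounds called inactive have numbers as strong as hits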
# phage Ecoli inh: E. coli growth loss with phage present | growth absorbance | inhibition, % at 11.9 µM | 360,000 compounds, 0.26% hits | AID 651602; in the data active = inhibition above about 11%
# MOR-DOR ag: agonists of human mu-delta opioid receptor heterodimerization; AID 504326; P35372+P41143; 340,000 compounds, 0.3% hits; activation, % at 9.3 µM; cells, OPRM1-OPRD1 heterodimerization, luminescence; in the data active = activation above about 18%;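 also: 0% = vehicle-treated cells and 100% = reference agonist; values of inactives mirror those of a sister screen read the other way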
# Target sequence (P35372 whole entry, looked up): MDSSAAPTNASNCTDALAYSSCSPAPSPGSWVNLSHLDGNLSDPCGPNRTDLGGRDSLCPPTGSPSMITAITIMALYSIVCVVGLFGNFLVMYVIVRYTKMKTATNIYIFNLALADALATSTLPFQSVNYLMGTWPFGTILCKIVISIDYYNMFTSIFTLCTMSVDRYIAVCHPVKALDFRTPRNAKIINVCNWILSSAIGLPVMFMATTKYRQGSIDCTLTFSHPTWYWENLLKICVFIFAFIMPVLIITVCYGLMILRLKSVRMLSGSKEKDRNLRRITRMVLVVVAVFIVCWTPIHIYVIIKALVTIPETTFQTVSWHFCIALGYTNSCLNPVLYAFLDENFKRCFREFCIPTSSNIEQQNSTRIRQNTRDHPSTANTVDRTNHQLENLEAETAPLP
# Target sequence (P41143 whole entry, looked up): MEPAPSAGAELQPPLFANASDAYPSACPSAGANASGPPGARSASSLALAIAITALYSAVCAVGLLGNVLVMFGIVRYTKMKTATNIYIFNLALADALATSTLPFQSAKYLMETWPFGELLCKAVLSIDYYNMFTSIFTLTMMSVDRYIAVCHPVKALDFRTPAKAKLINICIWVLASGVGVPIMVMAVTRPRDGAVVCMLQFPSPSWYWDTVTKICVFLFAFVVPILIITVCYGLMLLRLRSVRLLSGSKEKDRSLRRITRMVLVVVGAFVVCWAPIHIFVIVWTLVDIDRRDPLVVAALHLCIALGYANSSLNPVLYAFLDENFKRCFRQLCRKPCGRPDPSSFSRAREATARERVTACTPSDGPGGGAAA
# PfHsp90 yeast 2: reduces growth (ATP signal) of yeast expressing P. falciparum Hsp90. 310,000 compounds, 0.32% hits. inhibition, % at 9.4 µM. S. cerevisiae expressing PfHsp90, BacTiter-Glo ATP, 48 h; yeast lacking PDR1 and PDR3 efflux regulators;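 active = every replicate shows inhibition above about 80%, whatever the replicate mean, limit read from the data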;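 also: 0% = DMSO neutral controls and 100% = 20 µM radicicol positive controls; yeast relying on Plasmodium falciparum Hsp90 in place of its own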
# MOR-DOR inv ag: inverse agonist of human OPRM1-OPRD1 heterodimerization; P35372+P41143; cell-based MOR-DOR heterodimer luminescence, inverse agonism; inhibition, % at 9.3 µM; 340,000 compounds, 0.21% hits; in the data active = inhibition above about 22%, passing the limit was not always enough;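 also: 0% = cells with DMSO and 100% = wells without cells with DMSO; values of inactives mirror those of a sister screen read the other way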
# HTR5A inv ctr: counter-screen for OPRM1-OPRD1 inverse agonists: human HTR5A inverse agonism. inhibition, % at 9.3 µM. HTR5A cell line, luminescence. 340,000 compounds, 0.083% hits; in the data active = inhibition mostly above about 23%, no sharp cut-off; inactive = mostly below about 18%;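 also: 0% = cells with DMSO and 100% = no-cell wells with DMSO; some compounds called inactive have numbers as strong as hits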
# PKA-R2B activ: PKA-R2B complex activation; PKA-R2B holoenzyme dissociation, Cy5-IP20 fluorescence polarization; R2B truncated from residue 108, S112A mutant; 0% DMSO only, 100% 113 µM cGMP; 340,000 compounds, 0.079% hits; P22694+P31323; AID 504700; activation, % at 11.4 µM;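 active = activation above a cutoff set at the mean over all compounds plus 3 SD, cut at about 18% in these data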;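 also: higher means more holoenzyme dissociation and a rise in polarization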
# E coli growth: counter-screen for AddAB inhibitors: E. coli growth inhibition. 330,000 compounds, 0.27% hits. AID 449728. inhibition, % at 11.9 µM. E. coli V3065 growth, OD600 absorbance, 18 h;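 active = inhibition above the campaign's mean inhibition across all tested compounds plus 3 SD, cut at about 9.9% in these data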;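 also: uninfected addAB+ strain grown without phage in ampicillin broth; 0% = DMSO wells and 100% = ciprofloxacin 0.95 µg/ml wells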
# Tat transport: E. coli Tat transport inhibition; inhibition, % at 10 µM; AID 488895; E. coli MC4100 TorA-mCherry Tat export, fluorescence; 340,000 compounds, 0.036% hits;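 active = mean replicate inhibition at least 50% and at least half of replicates individually reaching 50%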;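 also: exported cargo escapes ClpAP degradation while cytoplasmic cargo is degraded and loses fluorescence; 0% = median of neutral control wells and 100% = median of NaSCN control wells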
# * = called active by the depositor; / = no result given.
SMILES,AddAB inh,PKA-R1A activ,Mot1-301 SUMO,phage Ecoli inh,MOR-DOR ag,PfHsp90 yeast 2,MOR-DOR inv ag,HTR5A inv ctr,PKA-R2B activ,E coli growth,Tat transport
COc1cc(OC)nc(-n2ncc(OC)c(Br)c2=O)n1,0.0,-4,-18,3.6,-4.0,-19,20,-6,1,0.7,-1
O=C1c2cccnc2C(=O)N1Cc1ccc(F)cc1S(=O)(=O)NCc1ccco1,2.5,5,-12,0.9,-3.0,-5,16,-5,3,0.8,-11
O=C1NCCN(Cc2c(F)cccc2Cl)C1CC(=O)N1CCCCO1 (stereo not given),1.2,-3,7,2.2,5.1,5,-35,-11,3,-2.6,3
Cc1ccc(C)c(NC(=S)N2CCC(N(C)CC3CCCO3)CC2)c1 (stereo not given),-0.3,1,-9,3.3,-0.2,/,1,-9,4,-0.2,20
O=C(CN1CCN(Cc2ccc3c(c2)OCO3)CC1)Nc1ccc(F)cc1,3.4,9,10,1.3,-0.8,-68,4,8,-11,-0.1,-8
CC(C)n1nccc1NC(=O)COC(=O)c1ccc(NC(N)=O)cc1,-0.7,-4,6,4.3,-3.5,/,18,-2,-1,-0.7,-9
Nc1ccc(N2CCCCC2)c(S(=O)(=O)Nc2ccccc2Cl)c1,1.6,-11,/,3.1,6.2,0,-34,-10,-2,-3.1,13
CC(=O)CCC(=O)N1CCCC(N2CCN(c3cccc(Cl)c3)CC2)C1 (stereo not given),4.8,-4,3,2.6,-4.3,5,21,-6,-3,-1.2,9
Cc1ccc(OCCN2CCNCC2)c([N+](=O)[O-])c1,-0.1,3,10,-0.9,-0.9,2,7,0,-13,-2.0,-5
CCN=c1scc(-c2cccs2)n1/N=C/c1cc(OC)ccc1O,0.2,-10,-16,2.1,2.0,1,-10,-37,-8,2.1,7
O=C1CCCCC1Oc1ccc2ccc(=O)oc2c1 (stereo not given),-2.4,6,-21,2.0,-2.9,8,13,7,-3,0.2,5
S=c1[nH]nc(C2CCCCC2)n1/N=C/c1ccccc1Br,-1.2,-9,42,2.1,2.9,-16,-13,5,-12,0.8,5
CNC(=O)CSc1nnc(-c2cccs2)o1,-0.9,5,190,4.0,0.8,/,-5,0,1,1.8,3
COc1ccc2[nH]c3c(c2c1)CCN1C(=O)C(CC(=O)NCCc2ccccn2)C[C@H](C(=O)N2CCOCC2)[C@@]31C (stereo not given in full),-1.1,-5,/,1.4,-1.9,-8,9,3,-4,1.8,0
COc1ccc(-c2cn[nH]c2-c2ccc(OCc3ccccc3)cc2O)cc1OC,5.0,2,-1,2.8,6.0,5,-33,-38,7,2.3,11
COC(=O)CCC(=O)Nc1ccc2oc3c(c2c1)CCCC3,-1.8,0,0,1.3,-0.2,1,1,-6,4,-2.9,1
O=C(Cn1cnc2c(cnn2-c2ccccc2)c1=O)N1CCOCC1,2.6,-4,-7,3.9,-4.3,-31,22,-9,5,-1.7,7
CCOc1ccc(N(CC(=O)N2CCCCCC2)S(=O)(=O)c2ccc(F)cc2)cc1,0.6,13,-18,0.2,-3.0,-6,17,9,9,3.5,2
COc1ccc(CCNC(=O)c2cc(-c3ccncc3)nc3ccc(S(=O)(=O)N4CCOCC4)cc23)cc1OC,3.9,-13,207,4.8,-0.8,2,4,12,-8,1.0,-2
O=C(COc1ccc2oc(-c3ccccc3)cc(=O)c2c1)Nc1ccccc1,-2.6,1,2,2.6,-0.4,8,3,-17,7,-2.7,0
COc1ccc(-c2nc(NC(=O)Cn3cnnn3)sc2C)cc1,-1.4,-3,/,2.3,-0.8,14,4,0,0,1.1,1
COc1cc(/C=C2/N=C(c3ccccc3F)OC2=O)cc(Cl)c1OS(C)(=O)=O,-0.7,-7,9,5.6,-1.8,8,9,19,-7,0.0,-6
CN(C)S(=O)(=O)c1ccc(NC(=O)CCCNC(=O)c2ccc(Cl)cc2)cc1,1.3,-2,-14,1.8,-0.6,1,3,-12,3,3.3,-2
COc1ccc(C(=O)NNC(=O)CN(C)S(=O)(=O)c2ccc(Cl)cc2)c(OC)c1OC,1.9,7,0,1.3,-1.1,/,6,-1,-5,1.5,4

# The closing 2 entries of the part before open the next one.
SMILES,AddAB inh,PKA-R1A activ,Mot1-301 SUMO,phage Ecoli inh,MOR-DOR ag,PfHsp90 yeast 2,MOR-DOR inv ag,HTR5A inv ctr,PKA-R2B activ,E coli growth,Tat transport
CN(C)S(=O)(=O)c1ccc(NC(=O)CCCNC(=O)c2ccc(Cl)cc2)cc1,1.3,-2,-14,1.8,-0.6,1,3,-12,3,3.3,-2
COc1ccc(C(=O)NNC(=O)CN(C)S(=O)(=O)c2ccc(Cl)cc2)c(OC)c1OC,1.9,7,0,1.3,-1.1,/,6,-1,-5,1.5,4
Cc1ccc(C)n1-c1nccc(-c2cccs2)n1,0.3,-3,9,2.3,1.0,/,-5,-5,-2,-0.6,11
O=S(=O)(c1ccc(Cl)cc1)N1CCC(n2cnc3cc(C(F)(F)F)ccc32)CC1,0.1,6,14,1.4,7.4,/,-42,-21,11,0.1,3
CC1CCN(c2nc(-c3ccccc3)c(C#N)c(=O)[nH]2)CC1,1.6,-5,-3,3.4,-0.8,-12,5,0,0,1.8,-1
CCN(c1ccccc1)S(=O)(=O)c1ccc(C(=O)N2CCCC(C(F)(F)F)C2)cc1 (stereo not given),2.4,-9,46,1.3,2.5,-2,-16,0,-12,-2.9,3
COc1ccc(-n2ccnc2SCC(=O)Nc2ccccc2)cc1,3.2,0,-14,2.1,-2.1,26,9,4,-6,-2.2,6
COc1ccc(N=c2ssnc2Cl)cc1,2.1,2,22,/,0.4,-58,-2,-23,5,2.7,-1
O=C(c1ccc(F)cc1)N1CCN(C2=NS(=O)(=O)c3ccccc32)CC1,2.4,-6,-23,2.2,2.2,-7,-14,-26,2,-1.4,-4
O=C(COC(=O)CN1C(=O)C2CC=CCC2C1=O)Nc1cc(C(F)(F)F)ccc1N1CCOCC1 (stereo not given),0.8,-13,111,1.1,1.0,/,-6,13,-2,-1.5,3
COc1ccc(CNS(=O)(=O)c2ccc3c(c2)CC(C)N3C(=O)C2CC2)cc1 (stereo not given),6.4,2,-12,2.2,0.3,-11,-1,-49,-8,0.3,-5
COC(=O)C1=CN(Cc2ccc(OC)c(OC)c2)C=C(C(=O)OC)C1c1cccc(F)c1,2.9,1,-18,-0.9,-1.6,-21,8,6,-2,0.4,3
O=[N+]([O-])c1cc([N+](=O)[O-])c2cc(-c3cccnc3)[nH]c2c1,-0.4,-2,-8,-0.5,2.3,-30,-12,-10,3,0.5,6
C[C@H]1CCC[C@@]2(O[C@H](CCO)C[C@H](O)[C@H]2O)O1,4.6,-8,19,-0.6,3.8,/,-21,-23,2,-3.4,-9
COC(=O)c1cc(O)c(OCc2ccccc2)c(O)c1,3.8,1,-3,1.7,-6.4,/,32,13,-3,-2.0,-4
Cc1ccc2cc(CN(CC3CCCO3)S(=O)(=O)c3cccc4nsnc34)c(=O)[nH]c2c1 (stereo not given),2.6,-1,-8,-1.3,-1.9,-24,10,-28,1,2.1,0
Cc1c(CNC(=O)C2CCC(=O)N(CCc3ccccc3)C2)cnn1C (stereo not given),-0.1,-17,-18,2.3,-1.4,-2,8,-16,-14,3.6,5
CCN1C(=O)C(C(=O)c2ccccc2)SC1=S (stereo not given),-2.5,-13,-8,/,-0.3,-2,1,20,-3,-16,-4
Cc1cc(C)cc(NS(=O)(=O)c2ccc(F)cc2)c1,2.4,-4,8,2.9,1.3,6,-7,6,-8,0.8,-2
CCCCC(=O)N1CC2(C)CN(C(=O)CCCC)CC(C)(C1)C2=O,-1.9,-9,-19,5.0,-1.3,-12,7,20,1,-3.7,-10
CCOc1ccc(C(C)=O)cc1N1C(=O)C2C(C1=O)C1C=CC2C12CC2 (stereo not given),0.8,5,10,2.1,-0.1,-11,1,-31,-5,-2.1,0
CCN(CC)c1ccc(/C=C/C(=O)C2C(=O)C=C(C)OC2=O)cc1 (stereo not given),-1.4,-13,-17,5.8,-1.9,19,11,-12,-8,1.3,-1
COc1ccc(CCNC(=O)Cc2ccc(OC)c(OC)c2)cc1OC,3.9,-15,-3,5.5,-2.1,-6,11,-3,-6,-1.5,6
O=C1c2ccccc2C(=O)N1CCCCN(C(=O)c1cc([N+](=O)[O-])cc([N+](=O)[O-])c1)c1ccc(Cl)cc1,0.6,2,6,0.9,3.9,4,-21,-10,-8,1.2,6
Cc1ccc(C(=O)N[C@@H](C)CN2C3=NC[C@H](C(C)C)N3C[C@H]2Cc2ccc(O)cc2)cc1Br,-2.0,-9,2,-0.3,-2.1,22,12,-1,-14,-1.2,12
CCOCc1nnc(NC(=O)CCC2CCCCC2)s1,0.8,6,106,1.8,-1.5,-5,8,-2,-2,-1.7,6
CC1=CC2(O)OCCN(CCO)C2=CC1=O (stereo not given),-0.7,3,174,-0.7,-3.3,-1,19,-23,1,1.0,-17
CC(C)Oc1cccc(C(=O)Nc2ccccc2N2CCOCC2)c1,0.8,4,26,0.8,2.9,-7,-16,11,2,-1.2,3
CC1(C)Cc2c(sc(NC(=O)c3ccc(S(=O)(=O)N4CCCCCC4)cc3)c2C#N)C(C)(C)N1,1.2,-1,-2,2.1,-3.4,2,18,8,-5,-2.9,-1
COc1ccc(-n2nnnc2SCC(=O)c2ccc(OC)c(OC)c2)cc1,-2.5,-6,-5,2.4,-1.3,-71,7,-14,0,-2.0,-4
COc1ccccc1NC(=O)CSc1nnnn1-c1ccc(F)cc1,1.0,6,-1,2.2,-3.7,9,18,-4,-2,1.0,-3
Cc1ccc(N=c2sc(C)c(C)n2C)cc1,2.2,2,4,2.7,1.9,30,-10,-8,9,0.7,-2
COc1cccc(-n2nc(C(N)=O)c(O)cc2=O)c1,0.5,-3,1,3.2,-2.4,-7,14,-5,-4,-1.8,-1
Cc1[nH]c(C)c(S(=O)(=O)NCc2ccc(F)cc2)c1C(=O)N1CCCC1,5.8,4,29,0.6,-2.4,-5,13,-3,4,2.0,-9
CCCCn1c(N)c(N(CCOC)C(=O)c2cc(-c3ccc(C)cc3)nc3ccccc23)c(=O)[nH]c1=O,-0.9,-6,-1,4.4,-0.1,-6,1,2,3,-1.6,14
O=C(Nc1nccs1)c1ccc(S(=O)(=O)c2ccccc2)cc1,3.6,3,695*,2.4,1.4,4,-7,15,-11,-0.2,2
O=C(NC1CS(=O)(=O)CC1NCc1ccco1)c1ccccc1 (stereo not given),1.0,-4,3,0.6,-3.4,-46,21,-19,1,0.2,5
Cc1ccc(C)c(NC(=S)NC(C)C(c2cccs2)N2CCOCC2)c1 (stereo not given),-0.2,7,54,1.8,-2.4,-21,13,4,-3,-2.0,8
CCN(CC)CCCNC(=O)c1ccc2c3n(nc2c1)-c1ccc(Cl)cc1CO3,-0.8,2,-6,3.5,-1.9,-5,9,27,2,-2.7,-8
C=CCc1cccc2cc(C(=O)NCc3cccnc3)c(=O)oc12,1.6,-5,67,3.1,-1.5,3,9,2,-4,1.9,-2
